# ERAP1 HTS inh: ERAP1 (human) enzyme inhibition; recombinant ERAP1, Leu-AMC fluorescence, 60 min; inhibition, % at 10.7 µM; 340,000 tested, 0.15% active;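 active = mean replicate inhibition of at least 30%, or all replicates individually reaching that 30% level; inactive = mean below 30% and not every replicate reaching it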;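 note: 0% = neutral control wells and 100% = L-leucinethiol positive control wells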
# Target sequence (Q9NZ08 whole entry, looked up): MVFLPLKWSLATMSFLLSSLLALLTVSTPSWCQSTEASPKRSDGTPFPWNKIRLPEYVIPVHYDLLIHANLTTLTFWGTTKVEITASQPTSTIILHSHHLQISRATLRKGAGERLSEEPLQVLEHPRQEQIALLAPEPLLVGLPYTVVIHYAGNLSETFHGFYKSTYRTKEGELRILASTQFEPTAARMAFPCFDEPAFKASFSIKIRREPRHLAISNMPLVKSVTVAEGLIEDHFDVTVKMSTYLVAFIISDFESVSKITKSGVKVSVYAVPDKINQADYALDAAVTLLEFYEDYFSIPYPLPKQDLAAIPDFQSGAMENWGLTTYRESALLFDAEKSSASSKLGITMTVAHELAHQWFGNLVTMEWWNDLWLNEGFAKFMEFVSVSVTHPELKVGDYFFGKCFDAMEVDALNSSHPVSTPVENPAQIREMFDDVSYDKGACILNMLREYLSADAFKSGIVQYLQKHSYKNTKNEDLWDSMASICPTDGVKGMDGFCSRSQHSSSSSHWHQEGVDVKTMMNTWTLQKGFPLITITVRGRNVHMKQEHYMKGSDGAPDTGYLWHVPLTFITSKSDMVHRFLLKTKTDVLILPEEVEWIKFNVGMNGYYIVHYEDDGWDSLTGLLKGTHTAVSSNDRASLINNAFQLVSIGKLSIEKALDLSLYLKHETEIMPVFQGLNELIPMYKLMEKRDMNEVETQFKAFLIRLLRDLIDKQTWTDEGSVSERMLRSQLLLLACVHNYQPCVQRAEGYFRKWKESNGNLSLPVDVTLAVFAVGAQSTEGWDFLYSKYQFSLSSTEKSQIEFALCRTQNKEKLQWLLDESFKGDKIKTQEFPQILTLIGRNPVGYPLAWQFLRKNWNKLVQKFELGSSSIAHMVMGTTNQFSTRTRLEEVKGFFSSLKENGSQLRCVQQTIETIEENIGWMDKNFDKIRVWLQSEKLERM
# PGC1a acetyl inh: lowers PGC1a acetylation signal in U2OS cells. inhibition, % at 15.6 µM. AID 651687. AlphaScreen anti-acetyl-lysine; with virally co-expressed GCN5 acetyltransferase. 350,000 tested, 0.17% active;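 active = every replicate shows inhibition of at least 40%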;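 note: 0% = neutral control wells and 100% = positive control wells; some results beyond the cut were filed as inactive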
# Xi reactivation: reactivates the inactive X chromosome in mouse fibroblasts; XiGFP mouse fibroblasts, % GFP-positive cells imaging, 3 d; cells co-treated with 5-aza-dC sensitizer; scaled so ellipticine positive control = 100%; activation, % at 7.58 µM; 360,000 tested, 0.055% active; AID 743238;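 active = mean normalized replicate activation at least 10% and every replicate at or above 10%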;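 note: 0% = median of on-plate neutral control wells and 100% = ellipticine 6 µM median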
#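 Material: XiGFP fibroblasts, SV40-immortalized; Buffer or medium: DMEM containing 5-aza-dC; Compound dosing: single point; Times: 3 days compound exposure.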
# Statin myotox sup: suppression of simvastatin myotoxicity; C2C12 myotubes + simvastatin, ATP luminescence, 48 h; scaled: DMSO 0, geranylgeraniol control 100; rescue of ATP level, % at 7.49 µM; 330,000 tested, 0.78% active; AID 602340;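 active = mean ATP rescue above about 67%, or every replicate alone reaching that limit, limit read from the data, passing the limit was not always enough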;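 note: myotubes were challenged with 10 µM simvastatin during compound exposure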
# SIRT5 inh: sirtuin-5 (human) deacylase inhibition; Q9NXA8; Purified SirT5, succinyl-peptide AMC, trypsin-coupled fluorescence; inhibition, % at 15 µM; 330,000 tested, 1.1% active; in the data active = inhibition above about 15%
# Cneo AK release: Cryptococcus neoformans lysis via adenylate kinase release; C. neoformans lysis, adenylate kinase release luminescence, 4 h; normalised: neutral wells 0, clomiphene wells 100; lysis activity, % at 15 µM; 360,000 tested, 0.2% active;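 active = mean lysis activity across replicates of at least 80%, whatever share of replicates individually reach that level; inactive = mean lysis activity below 80%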
#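 Test system: log-phase Cryptococcus neoformans yeast cells; Quantity: yeast cell density of 5 × 10^6 cells/mL; Buffer or medium: YPD; Doses: single compound concentration per well; Timing: 4 h at 37 °C static, read 1 h later; Measured by: AK luminescence; Read-out basis: lysis from increased AK signal; Control set: Clomiphene as positive control.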
# LGR2 antag: blocks bursicon-induced cAMP signaling via Drosophila LGR2; HEK293 LGR2, CRE-luciferase, bursicon-stimulated, 4 h; inhibition, % at 9.99 µM; 380,000 tested, 0.35% active; AID 720647;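 active = drop in luminescence signal, shown as inhibition above about 50% in the replicate tests, limit read from the data, passing the limit was not always enough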;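 note: agonist challenge used bursicon conditioned medium at about half maximal strength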
# S100A4 inh HTS: S100A4-myosin IIA interaction inhibition; AID 652163; P26447; 360,000 tested, 0.14% active; S100A4/TAMRA-MyoIIA peptide fluorescence polarization; inhibition, % at 10.7 µM;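 active = mean inhibition of at least 70% across replicates, with every replicate also reaching that level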
# Target sequence (P26447 whole entry, looked up): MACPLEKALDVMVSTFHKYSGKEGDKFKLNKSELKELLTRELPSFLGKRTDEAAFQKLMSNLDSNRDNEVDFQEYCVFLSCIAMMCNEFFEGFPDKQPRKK
#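 Material: S100A4 monomer protein | Medium: HEPES pH 7.2 with CaCl2, KCl, NaCl, DTT, Triton | Reagent: Labelled myosin peptide probe, 5 nM | Doses: One dose per compound | Times: 5 min incubation before reading | Benchmarks: Neutral control DMSO, positive control TFP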
# * hit, by the source's call; / = no result given; & = joins results of further samples.
Molecule	S100A4 inh HTS	Statin myotox sup	ERAP1 HTS inh	LGR2 antag	SIRT5 inh	PGC1a acetyl inh	Cneo AK release	Xi reactivation
CC(C)C#Cc1cnc2c(c1)C(=O)N([C@@H](C)CO)C[C@H](C)[C@@H](CN(C)C(=O)CC1CC1)O2	-3	23	0	0	1	9	-4	-1.2
O=C(Nc1cccc(-c2cnc3ccccc3n2)c1)c1ccncc1	-6	/	0	-19	1	2	/	0.0
N=C1c2ccccc2CN1NC(=O)c1cccc(S(=O)(=O)N2CCCC2)c1	4	/	0	12	-1	-17	2	0.5
CCOC(=O)C1CCCN(C(=O)COc2ccc(N(C)S(=O)(=O)c3ccc(F)cc3)cc2)C1 (stereo unspecified)	-2	1	3	11	-4	-7	0	0.0
COc1ccc(/C=C2\N=C(C(C)(C)C)OC2=O)c(OC)c1	9	4	0	-4	-6	2	-2	0.2
Cc1noc(C)c1NC(=O)Nc1ccc2c(c1)C(=O)N([C@@H](C)CO)C[C@@H](C)[C@H](CN(C)Cc1ccc(C(F)(F)F)cc1)OCCCC[C@H](C)O2	9	/	2	16	12	10	0	-1.1
Cc1cc(OC(C)C(=O)NCc2cccnc2)c2c(C)c(Cc3ccccc3)c(=O)oc2c1 (stereo unspecified)	1	-1	-2	0	-6	7	1	0.1
O=C1N(CCS(=O)(=O)c2ccccc2)Cc2ccccc2C[C@@]12COC(c1ccc(OCCCO)cc1)=N2	1	/	-2	/	7	14	2	/
O=C(O)c1ccccc1N=Cc1c(O)n(-c2nccs2)c(=O)c2ccccc12	17	/	/	15	4	-18	/	-0.2
CSc1ccc(S(=O)(=O)NCc2ccccc2)cc1	/	-5	/	5	/	-33	0	/
Cc1ccc(C(=O)N(C)CC(=O)Nc2cccc(C)c2C)o1	-5	6	-4	6	-3	/	/	0.2
CCNC(=O)c1cc2c(c(-c3cccc(-c4ccccc4F)c3)n1)[C@@H](CCO)N(C(=O)CC)C2	-11&1	/	2&-1	-28&-30	-1&5	-10	/	0.0&-0.1
OC[C@H]1[C@H](c2ccc(-c3cccnc3)cc2)[C@H]2CN(CC3CC3)CCCCN21	-5	9	19	-10	0	0	-1	0.0
N#Cc1ccc(C(C(=O)NC2CCCCC2)n2c(=O)c(-c3ccccc3)nc3ccccc32)cc1 (stereo unspecified)	3	/	-3	11	/	/	/	-0.1
Cc1ccc(C(=O)N/N=C\c2ccc(OC(=O)c3cccc(F)c3)cc2)cn1	-5	-15	0	6	1	/	0	0.0
C[C@@H]1CN([C@@H](C)CO)C(=O)c2cccc(NC(=O)Nc3ccc(C(F)(F)F)cc3)c2O[C@H]1CN(C)S(=O)(=O)c1ccccc1	/	-27	/	23	/	-2	/	-0.3
C[C@@H]1CCCCO[C@@H](CN(C)Cc2ccc(Cl)c(Cl)c2)[C@@H](C)CN([C@@H](C)CO)C(=O)c2cc(NC(=O)c3ccccc3)ccc2O1	-3	/	-1	9	7	-6	-2	0.4
Cn1c(SCC(=O)Nc2ccccc2O)nnc1-c1ccco1	-1	/	4	6	-2	/	26	0.0
Cc1cc(SCC(=O)NCC2CCCO2)nc2ccccc12 (stereo unspecified)	-3	3	-3	4	-1	/	0	0.0
COC(=O)c1cn(CC(=O)N2CCN(c3ccccc3)CC2)nn1	-3	/	-3	/	-2	-1	-8	/
CCOC(=O)C1(CCc2ccccc2)CCN(C(=O)CN2C(=O)CSC2=O)CC1	-3	-9	-4	-4	8	-2	0	0.0
COC(=O)[C@H](Cc1ccccc1)N1CC2=CCCC=C[C@H]2[C@@H]1[C@@H](O)Cc1ccccc1	-4	/	3	/	1	8	-2	/
C[C@@H]1CN([C@@H](C)CO)C(=O)c2cccc(NC(=O)C3CC3)c2O[C@@H]1CN(C)S(C)(=O)=O	124*	-10	2	15	-1	3	-15	0.2
CCC(=O)N1CC[C@@H]2[C@H]1c1cc(C#Cc3ccccc3)ccc1N[C@@H]2CO	-5	-8	0	-14	3	7	2	0.0
C[C@@H]1CN([C@@H](C)CO)C(=O)c2cccc(NS(=O)(=O)c3ccc(Cl)cc3)c2O[C@@H]1CN(C)Cc1ccc(-c2ccccc2)cc1	-6	-7	-1	7	12	-10	10	-1.3
COc1ccccc1-c1nnc(SCC(=O)Nc2ccc(S(N)(=O)=O)cc2)n1N	3	1	-1	22	-7	2	2	-0.1
CCCn1c(CNS(=O)(=O)c2ccc(C)cc2)nc2ccccc21	2	0	5	-2	7	13	0	0.3
S=c1[nH]nc(CCc2nc3ccccc3[nH]2)n1-c1ccccc1	1	/	5	-9	3	/	/	0.0
Cc1ccc2nc(SCC(=O)NCc3ccco3)nc(=O)n2c1	-12	-1	1	-4	-4	-13	-2	-0.1
CC1(C)Cc2cccc(OCC(=O)N3CCN(c4ccccc4Cl)CC3)c2O1	0	-4	-3	5	0	-20	0	0.1
COc1ccccc1C(=O)N1CCN(Cc2nc3cc([N+](=O)[O-])ccc3n2C)CC1	-3	2	-1	6	-5	/	0	0.0
Cc1ccccc1C(=O)N1CCN(c2ccc(N3CCOCC3)nn2)CC1	1	-16	-2	-5	-3	5	2	0.0
C[C@@H]1CN([C@@H](C)CO)C(=O)c2cccc(NC(=O)c3ccc(-c4nccs4)cc3)c2O[C@@H]1CN(C)Cc1ccc(Oc2ccccc2)cc1	-1	-26	-6	9	12	-3	1	-0.9
CN(C)C(=O)[C@H]1[C@H](CO)[C@H]2Cn3c(ccc(C4=CCCCC4)c3=O)[C@H]2N1C(=O)c1ccccc1F	5	-16	0	-6	-12	/	-6	0.4
Clc1cccc(Cl)c1OCCCCN1CCCCC1	-1	-4	4	0	-7	-9	-1	0.2
Cc1ccc(NCC(O)C(O)C(O)CO)c(N=Nc2ccccc2)c1C (stereo unspecified)	0	-8	0	4	-2	/	/	0.1
CN1CCc2c(sc3c2C(=O)NC(c2cccs2)N3)C1 (stereo unspecified)	-16	17	-18	-14	-7	7	-1	/
O=C(N/N=C/c1ccccc1OC(=O)c1ccc2c(c1)OCO2)c1ccccc1	14	/	-2	-18	0	/	/	0.0
O=C(CSc1nc2ccccc2[nH]1)Nc1c(F)c(F)c(F)c(F)c1F	-2	/	-1	20	-7	/	/	0.1
C[C@@H]1CN([C@H](C)CO)C(=O)Cc2cc(NC(=O)Nc3ccc4c(c3)OCO4)ccc2O[C@H]1CN(C)C(=O)Nc1ccc2c(c1)OCO2	8	-1	0	8	3	0	-4	0.4
c1ccc(CN2CCN(c3nc4ccccc4s3)CC2)cc1	-14	2	-4	-89	-3	15	-3	0.1
O=S(=O)(Cc1ccccc1)N1CCCCN2[C@H](C1)[C@@H](c1ccc(-c3cncnc3)cc1)[C@@H]2CO	/	/	/	-5	/	-4	-1	-0.1
ONC(=NCc1ccccc1)c1ccccc1	2	/	-2	-54	0	-12	/	0.3
COc1cc(C(=O)NNC(=O)CCOc2cccc(Br)c2)cc(OC)c1OC	-2	-7	0	8	-6	1	0	-0.1
CCCS(=O)(=O)N1CCN(Cc2ccccc2[N+](=O)[O-])CC1	0	-6	3	17	-2	-2	/	0.1
CCC(CO)Oc1cc(NC(=O)c2cccc(F)c2)c2ncn(C(C)C)c2c1 (stereo unspecified)	-1	-10	/	-1	/	/	-6	0.0
COc1ccccc1-c1ccc2n(c1=O)C[C@H]1[C@H](CO)[C@@H](C(=O)N[C@@H](C)c3ccccc3)[C@@H]2N1C	32	8	1	13	-6	/	0	0.1
C/C=C/c1ccc(OCC(=O)N2CCc3cc(OC)c(OC)cc3C2)c(OC)c1	-2	1	0	3	2	/	8	0.4
Cc1cc(C=O)c(C)n1-c1ccc2c(c1)OCO2	-1	/	0	-25	-1	/	/	0.0
C(=N\N=C\c1ccccn1)/c1ccccn1	-5	-5	-1	-29	-3	-2	0	0.2
O=C(NCc1ccccc1)[C@@H]1CCCN1C(=O)[C@@H](NS(=O)(=O)c1ccc(F)cc1F)c1ccccc1	-2	/	-6	0	0	/	/	0.0
COc1ccccc1N1CSC2=C(C#N)C(c3ccc(SC)cc3)CC(=O)N2C1 (stereo unspecified)	35	-2	8	-7	-2	/	1	0.1
O=C(C[C@@H]1CC[C@H]2[C@@H](COC[C@@H](O)CN2S(=O)(=O)c2cccc(Cl)c2)O1)Nc1ccc(-c2ccccc2)cc1	-2	-31	1	21	8	-4	0	0.1
O=C(N/C(=C/c1cccnc1)C(=O)N1CCCCCC1)c1cccc(Br)c1	0	/	-2	-10	0	0	0	0.0
Cc1ccccc1NC(=S)N1CCN(C(=O)c2ccco2)CC1	1	/	-2	-7	-3	/	/	0.1
Cc1ccc(CN(C)S(=O)(=O)c2c(C)noc2/C=C/N(C)C)cc1	-9	-4	-4	-20	-4	4	1	0.1
CN(NC(=O)C(=O)NCc1ccco1)C(=O)Nc1ccc(Cl)cc1	-1	/	4	-11	-1	/	/	0.2
O=C(O)CC/C(=N\NC(=O)c1ccccc1Br)c1ccccc1	4	/	14	-9	4	/	/	0.3
C[C@H]1CCCCO[C@@H](CN(C)CC2CCCCC2)[C@@H](C)CN([C@@H](C)CO)C(=O)c2cc(NC(=O)Nc3ccc(F)cc3)ccc2O1	4	/	-4	7	-6	-15	4	0.0
C/C(CC(=O)Nc1ccc([N+](=O)[O-])cc1)=N\NC(=O)c1ccccc1[N+](=O)[O-]	-5	-9	-1	11	0	5	-8	-0.1

# A run of entries of the results above, for reference:
Molecule	S100A4 inh HTS	Statin myotox sup	ERAP1 HTS inh	LGR2 antag	SIRT5 inh	PGC1a acetyl inh	Cneo AK release	Xi reactivation
O=C(NCc1ccccc1)[C@@H]1CCCN1C(=O)[C@@H](NS(=O)(=O)c1ccc(F)cc1F)c1ccccc1	-2	/	-6	0	0	/	/	0.0
COc1ccccc1N1CSC2=C(C#N)C(c3ccc(SC)cc3)CC(=O)N2C1 (stereo unspecified)	35	-2	8	-7	-2	/	1	0.1

# Later entries.
Molecule	S100A4 inh HTS	Statin myotox sup	ERAP1 HTS inh	LGR2 antag	SIRT5 inh	PGC1a acetyl inh	Cneo AK release	Xi reactivation
O=C(CCCCCN1C(=O)[C@@H]2Cc3ccccc3CN2C1=O)N[C@@H](Cc1ccc(O)cc1)C(=O)O	1	-13	1	7	0	3	-2	/
CSc1ccccc1NC(=S)N/N=C/c1cccn1Cc1ccc(F)cc1	5	/	3	-5	-3	4	/	0.0
NS(=O)(=O)c1cccc(NC(=O)CSc2nnc(C3CC3)n2C2CC2)c1	-1	4	-1	-8	-3	/	1	0.0
CN(C)CCN1CCN(C2CN(CCc3ccccc3)S(=O)(=O)C2)CC1 (stereo unspecified)	-3	8	-3	-5	-6	13	2	/
C=CCNC(=S)N1CCN(c2ccccc2Cl)CC1	3	/	4	-1	-1	/	/	0.2
O=C(Cc1ccccc1)NCC(=O)N/N=C/c1ccc([N+](=O)[O-])s1	-2	163*	0	8	0	-9	6	0.3
O=C(NC[C@@H]1CC[C@@H]2[C@@H](CN2Cc2cc(-c3ccccc3)on2)O1)c1ccc2c(c1)OCO2	3	/	-3	/	-4	-4	/	/
CC(=O)NC(CCS(C)(=O)=O)C(=O)Nc1cccc(C)c1 (stereo unspecified)	12	9	2	-8	5	-5	1	-0.1
O=C(CNC(=S)NC(=O)c1ccccc1Br)c1ccccc1	-7	/	-1	-6	1	/	/	0.1

# Source: PubChem BioAssay (Broad Institute)

# Not all compounds are listed; rates above refer to the full screens.
